Bioassay records (PubChem BioAssay)
CF NFkB block – blocks PAF-induced NF-kB reporter in cystic fibrosis cells; KKLEB NF-kB-GFP reporter, GFP fluorescence overnight; 0.86% of 360,000 active; inhibition, % at 5 µM; AID 588850;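 active = at least 50% inhibition at 5 µM, scaled per plate between neutral and stimulator controls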;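 note: PAF is a Pseudomonas aeruginosa culture filtrate used as stimulus; plate controls were PAF-stimulated DMSO wells for no effect and unstimulated DMSO wells for full effect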
TWEAK Fn14 block – blocks TWEAK-Fn14 interaction in a reporter cell assay; inhibition, % at 10 µM; 2% of 360,000 active; TWEAK-stimulated Fn14 reporter cells, luciferase luminescence, 8 h; in the data active = inhibition above about 50%
SRC3 inh – human NCOA3 inhibition. inhibition, % at 3.6 µM. HEK293 GAL4-SRC3 luciferase reporter, luminescence. 0.17% of 360,000 active;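 active = inhibition above a per-campaign cutoff, the mean of all compounds plus 3 SD, cut at about 60% in these data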;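 note: 0% = DMSO-treated cells and 100% = gossypol-treated cells at 36 µM; higher means less SRC3-driven luciferase light from the GAL4 reporter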
C8 TRAIL sens – caspase-8 TRAIL sensitization. NB7+C8 cells + TRAIL, ATPlite viability luminescence. inhibition (viability loss, TRAIL sensitization), % at 10 µM. 1% of 360,000 active. AID 624354;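 active = compounds causing at least 50% loss of cell viability in the single-dose screen, relative to plate controls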
COUP-TFII inh – inhibitors of human COUP-TFII (NR2F2). P24468. HEK293T NGFI-A luciferase reporter, luminescence. inhibition, % at 8.6 µM. 0.7% of 370,000 active;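 active = inhibition above a per-plate cutoff, mean inhibition of test wells between control levels plus 3 SD, cut at about 38% in these data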;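 note: cells cotransfected with COUP-TFII expression vector driving the NGFI-A reporter; 0% = median of COUP-TF2 test wells and 100% = reporter-only cells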
NCOA2 inhibitor – inhibits human steroid receptor coactivator 2; inhibition, % at 9 µM; 0.17% of 370,000 active; HEK293 GAL4-SRC2 luciferase reporter, luminescence; Q15596;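 active = inhibition above the mean inhibition of all tested compounds plus 3 SD, set per campaign, cut at about 52% in these data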;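 note: 0% = DMSO treated cells and 100% = cells given Gossypol at 36 µM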
Target sequence (Q15596 whole entry, looked up, the tested form may be a part): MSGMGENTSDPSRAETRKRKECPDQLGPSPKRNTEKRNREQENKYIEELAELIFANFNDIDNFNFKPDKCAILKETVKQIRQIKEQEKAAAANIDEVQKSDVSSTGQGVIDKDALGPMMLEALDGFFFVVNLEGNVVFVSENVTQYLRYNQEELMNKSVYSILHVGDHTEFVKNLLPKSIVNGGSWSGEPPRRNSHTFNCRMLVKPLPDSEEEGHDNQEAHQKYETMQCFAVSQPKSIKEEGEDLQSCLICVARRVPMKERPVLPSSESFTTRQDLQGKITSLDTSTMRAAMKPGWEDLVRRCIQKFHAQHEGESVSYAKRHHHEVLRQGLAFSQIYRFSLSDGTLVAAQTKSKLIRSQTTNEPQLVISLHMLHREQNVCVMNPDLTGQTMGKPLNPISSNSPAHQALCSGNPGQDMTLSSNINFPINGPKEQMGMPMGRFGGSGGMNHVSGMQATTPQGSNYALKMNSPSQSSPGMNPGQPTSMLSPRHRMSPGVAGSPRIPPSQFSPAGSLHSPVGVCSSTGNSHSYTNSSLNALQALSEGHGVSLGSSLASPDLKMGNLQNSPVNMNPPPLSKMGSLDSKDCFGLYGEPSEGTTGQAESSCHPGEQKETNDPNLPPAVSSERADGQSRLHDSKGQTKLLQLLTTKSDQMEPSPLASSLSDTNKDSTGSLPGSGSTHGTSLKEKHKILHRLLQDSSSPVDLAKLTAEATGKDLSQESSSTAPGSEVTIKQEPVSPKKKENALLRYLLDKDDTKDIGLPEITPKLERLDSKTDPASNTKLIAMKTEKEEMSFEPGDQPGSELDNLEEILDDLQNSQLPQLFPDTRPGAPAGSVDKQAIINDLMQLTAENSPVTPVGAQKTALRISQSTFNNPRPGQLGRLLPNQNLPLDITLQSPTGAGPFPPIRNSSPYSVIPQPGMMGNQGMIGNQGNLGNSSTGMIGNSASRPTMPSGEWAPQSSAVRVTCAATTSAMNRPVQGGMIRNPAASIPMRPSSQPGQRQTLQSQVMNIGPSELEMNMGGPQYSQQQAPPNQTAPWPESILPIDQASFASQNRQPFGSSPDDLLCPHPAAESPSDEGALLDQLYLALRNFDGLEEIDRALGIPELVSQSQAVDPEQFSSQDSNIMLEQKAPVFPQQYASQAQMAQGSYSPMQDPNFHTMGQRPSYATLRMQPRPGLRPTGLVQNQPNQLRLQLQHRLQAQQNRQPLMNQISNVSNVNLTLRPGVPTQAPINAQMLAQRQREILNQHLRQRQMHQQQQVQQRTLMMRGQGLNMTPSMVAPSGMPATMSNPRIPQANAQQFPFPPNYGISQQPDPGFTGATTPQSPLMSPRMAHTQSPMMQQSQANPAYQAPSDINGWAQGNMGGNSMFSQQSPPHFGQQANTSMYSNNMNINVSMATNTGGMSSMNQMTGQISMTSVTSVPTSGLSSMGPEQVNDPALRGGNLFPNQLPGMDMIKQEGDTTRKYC
LMP1 NFkB inh – inhibitors of Epstein-Barr LMP1-induced NF-kappaB reporter. AID 504558. 0.69% of 350,000 active. LMP1-induced NF-kappaB luciferase reporter cells, luminescence. inhibition, % at 12.5 µM; in the data active = inhibition above about 41%;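 note: 0% = neutral control wells and 100% = reference inhibitor control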
TROY signal inh – blocks TROY-dependent signaling in reporter cells; 0.98% of 360,000 active; inhibition, % at 10 µM; Q293 LMP1-TROYcd NF-kB luciferase reporter, 4 h;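 active = compounds whose plate-normalised and pattern-corrected inhibition of the luciferase reporter signal at the single screening dose is 50% or more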
SRC1 inh – inhibits human SRC1 coactivator. HEK293 GAL4-SRC1 luciferase reporter, luminescence. Q15788. 0.12% of 360,000 active. inhibition, % at 3.6 µM;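 active = inhibition above the campaign mean plus 3 SD, with each screening campaign given its own cutoff, cut at about 60% in these data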;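 note: 0% = DMSO treated cells and 100% = gossypol at 36 µM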
KKLEB cytotox – counter-screen for CF NF-kB inhibitors: cytotoxicity; activity change (cytotoxicity), % at 5 µM; KKLEB CF airway cells viability, ATPlite luminescence, overnight; active compounds read low; cells stimulated with P. aeruginosa culture filtrate; AID 602141; 0.36% of 360,000 active;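 active = corrected activity change at or below -50% at 5 µM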
LRH-1 inv ag – NR5A2 inverse agonism in reporter assay; O00482; HEK293T StAR-luciferase reporter, LRH-1 transfected, 24 h; inhibition, % at 3.6 µM; 0.13% of 360,000 active; AID 602396;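 active = inhibition above the mean inhibition of all tested compounds plus 3 SD, cut at about 73% in these data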;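 note: 0% = DMSO wells and 100% = reporter-only cells lacking LRH-1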
An asterisk follows results filed as active; . = not tested or not shown.

SMILES	CF NFkB block	TWEAK Fn14 block	SRC3 inh	C8 TRAIL sens	COUP-TFII inh	NCOA2 inhibitor	LMP1 NFkB inh	TROY signal inh	SRC1 inh	KKLEB cytotox	LRH-1 inv ag
O=C(NNS(=O)(=O)c1ccc(F)c(Cl)c1)c1cccc(S(=O)(=O)N2CCOCC2)c1	1.1	1.3	7.7	-2.4	7.5	-12.3	-1.3	1.6	7.2	0.3	-5.4
CCN(CC)C(=O)Cn1cc([N+](=O)[O-])cc1[N+](=O)[O-]	13.5	18.8	-0.2	-9.3	16.2	-4.1	-7.7	-5.5	-40.5	3.9	7.0
COc1cccc(CN(C)C[C@@H]2OCc3ccccc3-c3c(n(C)c4ccccc34)C(=O)N([C@@H](C)CO)C[C@H]2C)c1	30.4	-16.7	-21.2	11.3	27.6	15.5	0.1	12.6	3.3	-5.3	0.5
COc1cc(-c2nnc(SCC(=O)c3ccccc3)o2)cc(OC)c1OC	-27.7	-63.5	8.4	-4.0	4.5	-21.4	-15.0	-4.7	-3.8	-3.7	15.1
O=S(=O)(c1ccccc1)c1nc(-c2ccccc2)oc1NCCCN1CCOCC1	7.8	-0.1	7.0	-12.1	-2.7	-36.7	-8.5	5.5	0.1	3.5	-5.5
CCN(CC)S(=O)(=O)c1ccc(N2CCN(C)CC2)c(NC(=O)COc2ccc(F)cc2Cl)c1	-6.4	-7.5	6.0	4.9	17.4	-0.9	4.0	-28.0	1.8	-11.4	-22.9
CC(C)NC(=O)CCCC(=O)NC(C)C	-20.4	-2.5	1.7	-2.1	-1.0	-21.5	0.6	10.1	-25.5	16.3	-1.0
CC(C)CCC[C@@H](C)[C@H]1CC[C@H]2[C@@H]3C(=O)C=C4C[C@@H](O)CC[C@]4(C)[C@H]3CC[C@]12C	-6.7	-14.2	-45.2	23.0	14.7	-9.5	-8.1	5.0	-0.2	-4.3	-13.8
Cc1nnc(Nc2ccc(S(N)(=O)=O)cc2)c2ccccc12	-12.1	-17.8	2.1	8.1	1.3	-29.6	-5.7	-1.7	1.3	3.1	5.1
CC(=O)Nc1ccc(S(=O)(=O)NCC2CCC(C(=O)NC3CCCCCC3)CC2)cc1 (stereo unspecified)	-6.3	-16.0	4.5	-0.8	20.0	-15.4	-7.1	10.7	5.0	1.0	1.7
CC(CNC(=O)CN1C(=O)C(=O)N(C2CCCC2)C1=O)c1ccccc1 (stereo unspecified)	5.9	1.9	9.2	6.3	5.5	16.0	2.8	9.0	-12.3	6.5	3.2
CCN(C(=O)COC(=O)c1cnc(C)cn1)c1c(N)n(Cc2ccccc2)c(=O)[nH]c1=O	1.4	-1.9	14.0	4.9	-22.9	-6.3	-4.3	-10.5	-4.4	-0.4	4.2
O=C(c1ccncc1)N1CCN(C(=O)c2ccncc2)CC1	3.7	6.6	-11.7	-2.4	9.3	-10.2	-2.1	9.8	-16.1	2.0	20.6
COc1ccc(C2C(=O)c3ccccc3C2=Nc2ccc(Br)cc2)cc1 (stereo unspecified)	8.4	-46.7	15.4	-1.4	-11.2	-20.2	-2.7	-28.3	-2.5	-7.7	4.4
O=C(O)CCCC(=O)N1CCC(C(O)(c2ccccc2)c2ccccc2)CC1	17.5	-19.4	10.1	-10.2	20.9	10.8	-1.7	-16.8	-13.0	3.8	17.8

Structural class: those above with a Cl atom
SMILES	CF NFkB block	TWEAK Fn14 block	SRC3 inh	C8 TRAIL sens	COUP-TFII inh	NCOA2 inhibitor	LMP1 NFkB inh	TROY signal inh	SRC1 inh	KKLEB cytotox	LRH-1 inv ag
O=C(NNS(=O)(=O)c1ccc(F)c(Cl)c1)c1cccc(S(=O)(=O)N2CCOCC2)c1	1.1	1.3	7.7	-2.4	7.5	-12.3	-1.3	1.6	7.2	0.3	-5.4
CCN(CC)S(=O)(=O)c1ccc(N2CCN(C)CC2)c(NC(=O)COc2ccc(F)cc2Cl)c1	-6.4	-7.5	6.0	4.9	17.4	-0.9	4.0	-28.0	1.8	-11.4	-22.9

Additional structures.
SMILES	CF NFkB block	TWEAK Fn14 block	SRC3 inh	C8 TRAIL sens	COUP-TFII inh	NCOA2 inhibitor	LMP1 NFkB inh	TROY signal inh	SRC1 inh	KKLEB cytotox	LRH-1 inv ag
FC(F)(F)c1cc(-c2ccco2)nc(NCc2cccs2)n1	3.0	14.6	8.1	-8.2	25.7	-3.9	-34.9	-3.5	-6.3	-0.1	-3.8
COc1ccc(N(C)S(=O)(=O)c2cccc(C(=O)NCC3CCCO3)c2)cc1 (stereo unspecified)	-10.1	-4.4	15.5	5.2	-17.6	-22.1	32.5	-5.5	1.2	2.3	7.1
COc1ccc(NS(=O)(=O)c2ccc(C(=O)N3CCC(C)CC3)cc2)cc1	13.6	-4.4	6.5	6.3	8.8	19.8	18.5	10.6	2.4	3.8	-12.0
CCOc1ccccc1NC(=O)Cn1nnc(C(=O)NCCc2ccc(OCC)c(OCC)c2)c1N	4.7	-13.1	13.3	5.8	-1.3	-3.6	3.3	3.6	21.2	0.8	15.4
O=c1c(-c2nnc(SCc3ccc(Cl)c(Cl)c3)o2)cccn1Cc1ccccc1	-15.9	23.7	6.7	-20.9	12.2	8.2	0.4	48.4	3.3	-10.4	17.3
Cn1c(SCC#N)nnc1-c1cnccn1	11.4	-13.6	5.7	-19.7	4.1	6.5	1.2	19.5	10.2	-6.1	7.0
Cc1nc(C(=O)O)nn1-c1cc(Cl)ccc1Cl	14.1	7.6	-4.4	4.0	-11.3	-2.3	4.4	2.2	-6.2	-2.3	-1.5
Cc1ccc(S(=O)(=O)N2CC(C)N(C(=O)N3CCOCC3)C2)cc1 (stereo unspecified)	15.0	0.6	6.0	-4.4	-5.5	-33.3	0.2	1.5	6.8	-2.6	-17.2
O=C(NCCCO)c1ccc(CSc2nc3ccccc3c(=O)[nH]2)cc1	-0.8	-7.6	1.3	5.6	-13.8	7.8	-2.5	-21.4	-7.2	-6.9	14.7
CNC(=O)COC(=O)c1cccc(S(=O)(=O)N2CCN(c3ccc(F)cc3)CC2)c1	0.1	-5.0	3.9	-7.3	15.8	1.5	-6.2	4.5	10.4	1.5	8.1
CCCCC(Sc1nc(C)c(Cc2ccccc2)c(=O)[nH]1)C(=O)O (stereo unspecified)	10.3	-5.7	1.8	-6.2	15.0	1.7	-8.6	0.1	-8.0	0.7	10.0
COC(=O)C1=C(C)Nc2nnnn2C1c1cccnc1 (stereo unspecified)	8.6	0.9	1.7	3.9	10.9	3.4	4.2	9.3	-5.3	-6.4	-0.2
Cc1cccc(CC2S/C(=N/N=C/c3ccco3)N(c3ccccc3)C2=O)c1 (stereo unspecified)	15.1	37.3	-1.4	-0.9	1.9	-19.2	9.4	-1.0	-4.5	-8.0	4.7
Cc1ccn(CC(=O)N2CCCC(N3CCN(Cc4ccc5c(c4)OCO5)CC3)C2)n1 (stereo unspecified)	0.0	4.8	5.0	-12.9	0.3	-3.3	-5.8	0.9	13.5	-1.4	2.8
COCc1cc(C)n(CC(=O)Nc2cccc(C)c2)c(=O)c1C#N	3.7	-7.4	9.3	5.0	-4.9	7.2	-16.1	-9.4	-8.1	5.0	-5.2
O=C(COC(=O)c1cccnc1Cl)NCc1ccc(F)cc1	10.4	12.0	17.1	-18.8	0.7	-3.6	0.1	2.9	-39.9	5.0	7.5
Cc1cccc(-n2nnc3c(=O)n(CC(=O)Nc4cc(C)on4)cnc32)c1	-6.8	-12.6	6.0	-10.9	-8.4	-17.0	8.5	-0.8	2.8	1.8	-10.8
NC1=NC(=Nc2ccc(S(N)(=O)=O)cc2)c2ccccc21	3.8	12.5	2.7	-2.0	-0.1	-6.4	-5.7	0.1	-11.5	-5.5	14.3
CC1(C(=O)NS(=O)(=O)c2ccc(F)cc2F)CCN1C(=O)C/C=C/c1ccccc1 (stereo unspecified)	-11.5	5.8	-13.1	9.4	5.4	7.3	.	-14.6	-6.1	-3.7	-33.7
CC(=O)Nc1ccc(NC(=O)CCN2C(=O)c3ccccc3C2=O)cc1	6.9	9.0	11.1	16.1	-6.5	1.6	-4.8	21.4	-4.0	6.8	5.1
COCCOc1cc(-n2cccc2)c(Cl)cc1Cl	7.9	17.2	6.3	-1.2	-16.3	-11.9	3.8	-4.7	6.4	7.3	4.5
Cc1nc2ccc(NC(=S)NCCCO)cc2nc1C	-9.9	-0.7	-5.9	-2.0	14.0	-9.6	-5.7	-8.2	0.8	4.0	-32.2
Nc1[nH]c(C(=O)c2ccccc2)c(-c2ccccc2Br)c1C(=O)NCc1ccc(-c2ccccc2)cc1	.	31.4	.	-4.0	6.6	-24.4	.	0.5	.	.	-0.9
COc1ccc(C(=O)NCCSc2ccccc2C)cc1	-10.6	16.1	-86.4	25.0	-50.8	-60.1	-23.7	-26.9	-108.9	-2.9	-146.5
Cc1cccc(C)c1NC(=O)CSc1cc(C(=O)c2nccn2C)c2ccccc2n1	-8.5	-6.4	2.9	2.3	6.7	-0.3	8.8	11.3	6.6	4.5	-18.7
Brc1ccc(CSc2nnc3ccccn23)cc1	-5.2	-19.6	-41.9	14.8	-0.7	-20.8	-10.3	-57.7	-34.7	-5.9	-30.3
CCOC(=O)C(C)Sc1ncc(-c2ccc(Cl)cc2)cn1 (stereo unspecified)	-19.7	-42.7	-4.6	-0.3	1.7	-16.0	-3.4	-27.3	-2.1	-5.2	-16.2
COc1ccc(NC(=O)c2cccs2)cc1C(=O)N1CCN(c2ccccc2)CC1	17.7	6.6	24.8	17.2	2.3	-4.9	3.4	5.0	14.5	-8.6	12.7
COc1ccc(Cc2nnc3n2N=C(c2cc4ccccc4o2)CS3)cc1OC	42.9	8.8	10.9	3.3	-6.0	-46.7	-7.4	7.8	-12.7	-19.9	-3.7
COc1ccc(CNC(=O)c2ccc(S(=O)(=O)NCc3ccco3)cc2)cc1	17.5	19.4	6.8	-8.7	-23.6	-4.0	2.4	8.3	-15.0	-28.5	5.8
COc1ccc(N(CC(=O)NCCSc2ccccc2)S(=O)(=O)c2ccccc2)cc1OC	21.7	0.5	11.0	11.2	-5.3	6.0	.	-13.5	5.1	-4.3	17.3
Cc1cc(C)c(C)c(S(=O)(=O)N2CCN(CC(=O)c3c(N)n(Cc4ccccc4)c(=O)n(C)c3=O)CC2)c1C	9.7	-11.9	-3.2	60.9*	18.3	-2.8	-2.8	13.4	-10.3	0.2	6.8
CCOC(=O)N1CCN(CCC(=O)Nc2cc(OC)ccc2OC)CC1	-6.2	1.0	-12.4	-21.7	11.7	-9.3	2.4	-2.4	-23.1	2.9	-16.0
C=CCNS(=O)(=O)c1ccc(OCC(=O)OC)cc1	5.5	16.1	-5.4	-3.7	-3.1	5.3	-4.9	-6.0	-31.8	2.7	-9.2
CCOc1ccc(OCC)c(Nc2cc(C)nc3ncnn23)c1	-20.0	5.5	14.1	6.5	-43.9	-39.9	8.9	-10.8	-17.2	1.3	11.4
CCc1cc2c(CN3CCN(Cc4ccccc4)CC3)cc(=O)oc2cc1O	18.0	11.9	-4.9	-3.2	9.9	16.6	8.3	11.5	3.8	-5.5	-5.0
O=C(NC1CCCC1)c1ccc2nc[nH]c2c1	2.0	9.6	24.6	8.4	-0.2	-19.1	4.3	9.4	8.5	1.9	-0.7
C/C(=N\NC(=O)c1ccccc1O)c1cccs1	9.5	73.3*	-11.6	69.6*	-15.7	-2.4	33.7	-19.8	-36.5	-3.7	-90.3
COc1ccc(CCNC2=C(Cl)C(=O)N(CCc3ccc(OC)c(OC)c3)C2=O)cc1OC	-1.6	51.4*	25.5	33.0	2.1	15.6	-2.4	11.4	-0.1	-11.7	4.2
